Source: PubChem BioAssay (National Center for Advancing Translational Sciences (NCATS))
IMPase Li cell: qHTS Assay for Identifying the Cell-Membrane Permeable IMPase Inhibitors: Potentiation with Lithium; CHO-M1 cells, IP1 TR-FRET (IP-One), carbachol + lithium; actives 0.35% (n = 210,000); AID 1457, 2008; Potency, µM (top dose mostly 59.4 µM), without a hit: at the top dose activity, negative = IMPase inhibition, actives largely listed as inhibitors;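 further: IP1 builds up when IMPase is blocked and the TR-FRET signal falls; plate controls were basal vehicle for no effect and high inhibitor control for full effect; nearly all actives have a fitted effect of over 50% in size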
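IP1 accumulation measured by competitive TR-FRET in lysed CHO-M1 cells after 30 min compound exposure at 37C, with a small lithium addition to potentiate weak responses. Hill-equation AC50 from ratio and donor-channel data.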
NPSR antagonist: qHTS Assay for Antagonists of the Neuropeptide S Receptor: cAMP Signal Transduction | CHO-NPSR cells, cAMP TR-FRET, antagonist mode | Potency, µM (titrated, usually from 38.3 µM), without a hit: at the highest dose activity change, negative = inhibition, usual class: inhibitors | actives 1% (n = 220,000); further: on the % scale 0 is the no-effect control and ±100 the full control effect; nearly all actives have a fitted effect of over 50% in size; many of its hits are not listed in these tables
Target sequence (Q6W5P4 whole entry, looked up): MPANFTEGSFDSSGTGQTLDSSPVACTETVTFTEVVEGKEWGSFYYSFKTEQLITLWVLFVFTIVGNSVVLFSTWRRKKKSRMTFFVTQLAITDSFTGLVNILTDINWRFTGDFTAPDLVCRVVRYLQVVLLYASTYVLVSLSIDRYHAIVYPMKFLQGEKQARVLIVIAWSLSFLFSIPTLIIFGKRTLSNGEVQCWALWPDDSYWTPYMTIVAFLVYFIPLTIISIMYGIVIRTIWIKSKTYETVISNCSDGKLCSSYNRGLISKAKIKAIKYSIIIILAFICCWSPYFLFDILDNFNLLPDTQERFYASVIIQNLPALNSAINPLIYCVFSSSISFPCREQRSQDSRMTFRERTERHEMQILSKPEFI
SMN2 splice enh: qHTS Assay for Enhancers of SMN2 Splice Variant Expression; HEK293 SMN2-luciferase splicing reporter, luminescence, 30-36 h; Potency, µM (series often up to 46.1 µM), inactives show top-dose activity change, positive = activation, actives largely listed as activators; actives 2.8% (n = 210,000); further: % of control where 0% means no effect; nearly all actives have a fitted effect of over 55% in size
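HEK293 cells carry an SMN2 […]–luciferase reporter in which exon 7 inclusion puts luciferase in frame. Cells were plated 10-12 h before compound addition, then incubated 30-36 h at 37C. ONE-Glo luminescence was read; sodium butyrate at 4.5 mM final served as control.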
KinaseGlo FLuc: Counterscreen for Luciferase (Kinase-Glo TM) Inhibition | Potency, µM (doses to about 38.3 µM), inactives show at the highest dose activity change, negative = inhibition, most hits filed as inhibitors | actives 0.28% (n = 200,000) | Kinase-Glo luciferase, ATP luminescence, 8 min | AID 1379, 2008 | Luciferin 4-monooxygenase (Photuris pensylvanica), Q27757; further: on the % scale 0 is the no-effect control and ±100 the full control effect; nearly all actives have a fitted effect of over 60% in size
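Kinase-Glo luciferase light output from ATP and luciferin was measured with 10 uM ATP, within the enzyme's linear range. Buffer: 50 mM imidazole pH 7.2, 50 mM KCl, 7 mM MgCl2, 0.01% Tween 20, 0.05% BSA; luminescence read after 8 min at ambient temperature.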
RGS12 GoLoco inh: qHTS Assay for Inhibitors of RGS12 GoLoco Motif Activity (Red Fluorophore) | Guanine nucleotide-binding protein G(i) subunit alpha-1 (Homo sapiens), P63096 | Gai1:RGS12 GoLoco peptide FP, rhodamine, 10 min | Potency, µM (series often up to 61.6 µM), without a hit: at the highest dose activity, negative = inhibition, actives largely listed as inhibitors | actives 0.44% (n = 230,000) | AID 880, 2007; active means well fitted inhibition curve with a large enough effect, not every such curve was filed as active; inactive means no such curve, though single readings can be large or run the other way; further: on the % scale 0 is the no-effect control and ±100 the full control effect; nearly all actives have a fitted effect of over 30% in size; many of its hits are not listed in these tables
Target sequence (P63096 whole entry, looked up): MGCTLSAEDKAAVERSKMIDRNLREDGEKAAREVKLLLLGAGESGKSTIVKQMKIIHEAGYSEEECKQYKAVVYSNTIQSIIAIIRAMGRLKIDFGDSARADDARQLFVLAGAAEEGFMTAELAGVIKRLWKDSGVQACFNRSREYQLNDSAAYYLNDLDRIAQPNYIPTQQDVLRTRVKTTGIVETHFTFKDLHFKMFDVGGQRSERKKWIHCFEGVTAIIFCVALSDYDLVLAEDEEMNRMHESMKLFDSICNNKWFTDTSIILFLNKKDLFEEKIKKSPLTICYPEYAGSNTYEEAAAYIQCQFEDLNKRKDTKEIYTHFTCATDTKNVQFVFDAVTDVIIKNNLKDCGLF
RECQ1 helicase: qHTS Assay for Inhibitors of RecQ-Like Dna Helicase 1 (RECQ1); actives 0.54% (n = 240,000); ATP-dependent DNA helicase Q1 (Homo sapiens), P46063; Potency, µM (top dose mostly 57.3 µM), for inactives: at the highest dose activity, negative = inhibition, hits mostly inhibitors; RECQ1 DNA unwinding, red fluorescence kinetic read;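 further: plate controls were vehicle for no effect and no enzyme for full effect; nearly all actives have a fitted effect of over 30% in size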
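50 nM RECQ1T1 preincubated 15 min with compound in Tris pH 8.0 buffer with MgCl2, DTT, Tween-20 and 2.5 ug/ml poly(dI-dC); started with 200 nM TAMRA/BHQ-2 forked duplex and 2 mM ATP. Unwinding read as fluorescence (525/598 nm), two reads 2 h apart.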
KDM4E inh: qHTS Assay for Inhibitors of Human Jumonji Domain Containing 2E (JMJD2E); Lysine-specific demethylase 4E (Homo sapiens), B2RXH2; JMJD2E catalytic domain, FDH-coupled NADH fluorescence (FDH is formaldehyde dehydrogenase); Potency, µM (series often up to 57.1 µM), for the others: at the top dose activity change, negative = inhibition, actives largely listed as inhibitors; actives 1.6% (n = 230,000); AID 2147, 2009; active means well fitted inhibition curve with a large enough effect, not every such curve was filed as active; inconclusive means small, poorly fitted or top-dose-only effect, or another doubt; inactive means no such curve, though single readings can be large or run the other way;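 further: 0% = wells with enzyme and -100% = buffer wells without enzyme; nearly all actives have a fitted effect of over 50% in size; many of its hits are not listed in these tables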
Target sequence (B2RXH2 1-337 limits assumed): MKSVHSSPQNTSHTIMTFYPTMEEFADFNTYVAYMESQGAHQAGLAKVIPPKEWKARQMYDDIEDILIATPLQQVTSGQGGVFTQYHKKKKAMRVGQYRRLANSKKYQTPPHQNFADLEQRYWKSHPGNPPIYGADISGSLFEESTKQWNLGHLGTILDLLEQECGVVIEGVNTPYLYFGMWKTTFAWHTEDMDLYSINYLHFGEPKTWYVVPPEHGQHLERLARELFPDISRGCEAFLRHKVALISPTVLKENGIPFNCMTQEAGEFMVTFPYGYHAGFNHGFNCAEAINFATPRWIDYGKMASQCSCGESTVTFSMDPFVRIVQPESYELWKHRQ
Epigenetic derep: Quantitative High-Throughput Screen for Regulators of Epigenetic Control; murine LDR cells, GFP reporter derepression, 30 h; Potency, µM (highest dose often 53.9 µM), inactives show at the highest dose GFP activation, usual class: activators; actives 0.2% (n = 280,000); further: % of control where 0% means no effect; nearly all actives have a fitted effect of over 60% in size
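Derepression of a silenced CMV-GFP reporter in murine LDR cells is scored by enumerating GFP-positive cells with a laser-scanning microplate cytometer after 30 hours of treatment at 37 C.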
An asterisk follows results filed as active; i = inactive; ? = inconclusive; . = no result given; [ ] = dose if it differs, or a comment. Unless noted, the call rests on the fitted dose curve; in most records, active means well fitted curve in the direction sought with a large enough effect; inconclusive means small, poorly fitted or top-dose-only effect, or another doubt; inactive means no such curve, though single readings can be large; an effect the other way counts as inactive or inconclusive. Potency means the concentration at half of the fitted maximal effect.

Order of values – IMPase Li cell | NPSR antagonist | SMN2 splice enh | KinaseGlo FLuc | RGS12 GoLoco inh | RECQ1 helicase | KDM4E inh | Epigenetic derep
(1) O=C1OCC/C1=C\c1ccccc1O
  27%[38.3 µM] | 6%[46.1 µM] | -11% | -3% | 9% | -7% | -11% | 5.8%
(2) CCC(=O)c1ccc(OCC(O)CN(C)C2CCCCC2)cc1 (stereo unspecified)
  14%[38.3 µM] | 0%[46.1 µM] | 6% | 1% | 2% | -3% | -3% | -0.8%
(3) Cc1nc(NCc2ccccc2)c2nc(-c3ccccc3)n(C(C)CN(C)C)c2n1 (stereo unspecified)
  -5% | . | -2% | 0% | 8% | -4% | ? | -0.5%
(4) Cc1ccc(-n2nc(C(=O)O)nc2-c2ccccc2)cc1
  22%[38.3 µM] | 4%[46.1 µM] | 2% | 4% | -3% | i | 3% | -0.3%
(5) O=C(CCN1CCN(c2ccccc2)CC1)Nc1ccc(OCc2ccccc2)cc1
  7%[38.3 µM] | -7%[46.1 µM] | 13% | -4% | -2% | -3% | 3% | -0.3%
(6) CCOC(=O)CCC(=O)NCc1ccc2c(c1)cc(C)n2C
  -4%[38.3 µM] | -8%[46.1 µM] | -10% | 0% | -6% | -8% | -21% | -2.1%
(7) COc1cc(SC#N)ccc1N=Cc1c(C)[nH]n(-c2ccc(C)cc2)c1=O
  -1% | -3%[46.1 µM] | -27% | -4% | -2% | -7% | -13% | 0.0%
(8) O=C(Nc1nnc(COc2ccccc2)s1)Nc1ccccc1F
  . | 14% | . | . | 6% | -2% | 0% | 1.0%
(9) C=CCn1c(SCc2nc3cc(C(=O)OC)ccc3c(=O)[nH]2)nc2sc(CC)cc2c1=O
  -7% | ? | -5% | 1% | 102%[activator] | i | 2% | 0.0%
(10) COc1ccc(-c2cc(C(=O)N/N=C/c3ccc(OC)c(COCC(F)(F)C(F)F)c3)c3ccccc3n2)c(OC)c1
  1%[38.3 µM] | -2%[46.1 µM] | -19% | -6% | 88%[activator] | -1% | ? | -2.9%
(11) COC(=O)C(=C/C(C)=C/c1cccs1)C(=O)OC
  5% | ? | . | -1% | -4% | -13% | 3% | ?
(12) CCN(CC)C(=O)C1CCCN(Cc2nc(-c3cccs3)no2)C1 (stereo unspecified)
  -2% | -1% | . | 3% | 9% | 0% | -4% | -2.0%
(13) O=C(CCN1CCCCCC1)Nc1cccc(Cl)c1
  -9%[38.3 µM] | -5%[46.1 µM] | 14% | 4% | 5% | i | 2% | 0.7%
(14) CCOC(=O)N1CCC(N2Cc3cccc(C(=O)NC(C)c4ccc5c(c4)OCCO5)c3C2=O)CC1 (stereo unspecified)
  12%[38.3 µM] | -25%[46.1 µM] | 4% | 2% | 2% | -14% | 8% | -0.2%
(15) O=Cc1cn(CCC(=O)O)nc1-c1cccc(Br)c1
  4% | 7% | -5% | 5% | 5% | i | -11% | -0.7%[10.1 µM]
(16) C=CCc1c(C)[nH]c2c(OC)cccc2c1=S
  8% | -7% | . | 5% | -3% | i | ? | -1.9%
(17) Cc1ccc(Nc2nnc(SCC3CCCCO3)s2)cc1 (stereo unspecified)
  6% | 1% | ? | 1% | -10% | i | 5% | -1.0%
(18) O=C(c1ccccc1NS(=O)(=O)c1cccc2cccnc12)N1CCOCC1
  ? | 1% | 10% | 2% | -6% | 1% | -6% | -2.6%
(19) Cc1ccc(S(N)(=O)=O)cc1NC(=O)C1CC2CCC1C2 (stereo unspecified)
  4%[38.3 µM] | -3%[46.1 µM] | -23% | -3% | -5% | 1% | 2% | -1.1%
(20) Cc1cc(NC(=O)CSc2nnc(Nc3ccccc3)s2)no1
  10%[38.3 µM] | 0%[46.1 µM] | 15% | -4% | 8% | -9% | -3% | -5.8%

Quoted from above, nos. 2–11
Order of values – IMPase Li cell | NPSR antagonist | SMN2 splice enh | KinaseGlo FLuc | RGS12 GoLoco inh | RECQ1 helicase | KDM4E inh | Epigenetic derep
(2) CCC(=O)c1ccc(OCC(O)CN(C)C2CCCCC2)cc1 (stereo unspecified)
  14%[38.3 µM] | 0%[46.1 µM] | 6% | 1% | 2% | -3% | -3% | -0.8%
(3) Cc1nc(NCc2ccccc2)c2nc(-c3ccccc3)n(C(C)CN(C)C)c2n1 (stereo unspecified)
  -5% | . | -2% | 0% | 8% | -4% | ? | -0.5%
(4) Cc1ccc(-n2nc(C(=O)O)nc2-c2ccccc2)cc1
  22%[38.3 µM] | 4%[46.1 µM] | 2% | 4% | -3% | i | 3% | -0.3%
(5) O=C(CCN1CCN(c2ccccc2)CC1)Nc1ccc(OCc2ccccc2)cc1
  7%[38.3 µM] | -7%[46.1 µM] | 13% | -4% | -2% | -3% | 3% | -0.3%
(6) CCOC(=O)CCC(=O)NCc1ccc2c(c1)cc(C)n2C
  -4%[38.3 µM] | -8%[46.1 µM] | -10% | 0% | -6% | -8% | -21% | -2.1%
(7) COc1cc(SC#N)ccc1N=Cc1c(C)[nH]n(-c2ccc(C)cc2)c1=O
  -1% | -3%[46.1 µM] | -27% | -4% | -2% | -7% | -13% | 0.0%
(8) O=C(Nc1nnc(COc2ccccc2)s1)Nc1ccccc1F
  . | 14% | . | . | 6% | -2% | 0% | 1.0%
(9) C=CCn1c(SCc2nc3cc(C(=O)OC)ccc3c(=O)[nH]2)nc2sc(CC)cc2c1=O
  -7% | ? | -5% | 1% | 102%[activator] | i | 2% | 0.0%
(10) COc1ccc(-c2cc(C(=O)N/N=C/c3ccc(OC)c(COCC(F)(F)C(F)F)c3)c3ccccc3n2)c(OC)c1
  1%[38.3 µM] | -2%[46.1 µM] | -19% | -6% | 88%[activator] | -1% | ? | -2.9%
(11) COC(=O)C(=C/C(C)=C/c1cccs1)C(=O)OC
  5% | ? | . | -1% | -4% | -13% | 3% | ?

The list continues:
Order of values – IMPase Li cell | NPSR antagonist | SMN2 splice enh | KinaseGlo FLuc | RGS12 GoLoco inh | RECQ1 helicase | KDM4E inh | Epigenetic derep
(21) CCOC(=O)C(C)On1c(-c2cccc(Cl)c2)nc2ccc([N+](=O)[O-])cc21 (stereo unspecified)
  42%[activator][38.3 µM] | ? | -15% | -7% | -5% | i | -10% | 0.0%
(22) CC1Cc2ccccc2N1S(=O)(=O)c1cccs1 (stereo unspecified)
  17%[38.3 µM] | 6%[46.1 µM] | 27% | 3% | 237%[activator] | -11% | -4% | 2.4%
(23) Cc1ccc(C)c(OC(=O)c2cncc(Br)c2)c1
  6% | 2% | -14% | -2% | 55%[activator] | 0% | 2% | 1.0%
(24) O=C(c1ccco1)N1CCN(C(=O)c2ccccc2OC(=O)C23CC4CC(CC(C4)C2)C3)CC1
  . | -16%[46.1 µM] | . | . | . | i | 5% | -5.1%
(25) CC(CN1CCCCC1)OC(=O)c1ccc(Cl)cc1Cl (stereo unspecified)
  28%[38.3 µM] | 6%[46.1 µM] | 7% | -1% | 6% | -1% | 0% | -1.1%
(26) COc1cc(C(=O)N/N=c2/sc3ccccc3n2C)cc(OC)c1OC
  5% | 9% | -67%[inhibitor][1.84 µM] | 0% | -7% | -14% | 4% | 0.0%
(27) COc1ccc(CN2CCN(c3cccc(C)c3C)CC2)cc1OC
  6%[38.3 µM] | -8%[46.1 µM] | -10% | -6% | 5% | i | ? | -1.3%
(28) CC(C)c1ccc(S(=O)(=O)N2CCN(CC(=O)Nc3ccc4c(c3)OCO4)CC2)cc1
  35%[38.3 µM] | -17%[46.1 µM] | -17% | 2% | 0% | -8% | -5% | -1.1%
(29) COCc1cc(C)nc(SCC(=O)Nc2cccc(C)c2C)c1C#N
  1% | ? | -24% | 3% | 7% | -3% | 1% | -2.2%
(30) CC(C)NC(=O)C1CCN(C2CCN(C(=O)/C=C/c3cccs3)CC2)CC1
  . | 0% | . | . | 4% | -6% | -6% | 10%
(31) Cc1nc2sc3c(c2c(=O)[nH]1)CCCC3
  4% | 5%[7.67 µM] | -6%[9.22 µM] | -4%[7.66 µM] | 4%[14.2 µM] | -5% | 1% | 0.0%
(32) O=Cc1ccc(O)c2ncccc12
  . | ? | . | . | 3% | -1% | 3.2µM* | ?
(33) CC1CCCC(N2CCN(C(=O)c3cccc(F)c3)CC2)C1 (stereo unspecified)
  35%[activator][38.3 µM] | -7%[46.1 µM] | -24% | -3% | -1% | i | -17% | -1.9%
(34) O=C(Nc1ccccc1)n1cc(-c2ccccn2)c(N2CCOCC2)n1
  2% | 11% | 20% | -2% | 11% | -11% | -3% | 0.0%
(35) O=C(N/N=C\c1cc(Br)c(Br)o1)c1cncc(Br)c1
  7% | 7% | -1% | 2% | 7% | -9% | -1% | -1.0%
(36) CCOC(=O)c1c(/N=C/C2C(=O)CC(C)(C)CC2=O)sc(C)c1C
  -3% | 10% | -2% | -2% | 8% | -6% | 1% | -1.9%
(37) CC1CCCCN1C(=O)C1CC(c2ccc(F)cc2)=NO1 (stereo unspecified)
  . | -10%[46.1 µM] | . | . | . | -3% | 6% | -0.9%
(38) CC(C)N(Cc1cn[nH]c1-c1ccc(-c2ccccc2)cc1)Cc1nccn1C
  11% | -59% | 0% | -3% | 13% | -2% | -22% | -1.4%
(39) CCS(=O)(=O)N1CCC(c2nc(-c3ccc(C(F)(F)F)cc3)no2)CC1
  -1%[38.3 µM] | 1%[46.1 µM] | -47%[inhibitor] | 0% | -5% | -14% | -2% | -5.0%
(40) C=CCn1c(CSc2nc3ccccc3s2)nnc1SCC(=O)NCc1cccnc1
  14% | -6%[46.1 µM] | -13% | -1% | -4% | -5% | 1% | 0.0%
(41) CCCc1cc2c(n1CCc1ccc(Cl)cc1)C(C)C1CN(C(=O)c3ccccc3)C(C)(C(=O)OC)C21 (stereo unspecified)
  6% | . | -17% | -3% | 39%[activator] | -18% | ? | 3.6%
(42) Cn1cnnc1SCc1ccc(-c2ccc(Br)cc2)o1
  -19%[38.3 µM] | -22%[46.1 µM] | -45%[inhibitor] | -9% | 18% | -30% | -22% | 11%

Not all compounds are listed; rates above refer to the full screens.
